# TcdB inh – TcdB glycohydrolase inhibition. P18177. TcdB glycohydrolase enzymatic assay, plate reader. inhibition, % at 9.99 µM. 0.24% of 350,000 active. AID 652162; in the data active means inhibition above about 10%
# Target sequence (P18177 whole entry, looked up): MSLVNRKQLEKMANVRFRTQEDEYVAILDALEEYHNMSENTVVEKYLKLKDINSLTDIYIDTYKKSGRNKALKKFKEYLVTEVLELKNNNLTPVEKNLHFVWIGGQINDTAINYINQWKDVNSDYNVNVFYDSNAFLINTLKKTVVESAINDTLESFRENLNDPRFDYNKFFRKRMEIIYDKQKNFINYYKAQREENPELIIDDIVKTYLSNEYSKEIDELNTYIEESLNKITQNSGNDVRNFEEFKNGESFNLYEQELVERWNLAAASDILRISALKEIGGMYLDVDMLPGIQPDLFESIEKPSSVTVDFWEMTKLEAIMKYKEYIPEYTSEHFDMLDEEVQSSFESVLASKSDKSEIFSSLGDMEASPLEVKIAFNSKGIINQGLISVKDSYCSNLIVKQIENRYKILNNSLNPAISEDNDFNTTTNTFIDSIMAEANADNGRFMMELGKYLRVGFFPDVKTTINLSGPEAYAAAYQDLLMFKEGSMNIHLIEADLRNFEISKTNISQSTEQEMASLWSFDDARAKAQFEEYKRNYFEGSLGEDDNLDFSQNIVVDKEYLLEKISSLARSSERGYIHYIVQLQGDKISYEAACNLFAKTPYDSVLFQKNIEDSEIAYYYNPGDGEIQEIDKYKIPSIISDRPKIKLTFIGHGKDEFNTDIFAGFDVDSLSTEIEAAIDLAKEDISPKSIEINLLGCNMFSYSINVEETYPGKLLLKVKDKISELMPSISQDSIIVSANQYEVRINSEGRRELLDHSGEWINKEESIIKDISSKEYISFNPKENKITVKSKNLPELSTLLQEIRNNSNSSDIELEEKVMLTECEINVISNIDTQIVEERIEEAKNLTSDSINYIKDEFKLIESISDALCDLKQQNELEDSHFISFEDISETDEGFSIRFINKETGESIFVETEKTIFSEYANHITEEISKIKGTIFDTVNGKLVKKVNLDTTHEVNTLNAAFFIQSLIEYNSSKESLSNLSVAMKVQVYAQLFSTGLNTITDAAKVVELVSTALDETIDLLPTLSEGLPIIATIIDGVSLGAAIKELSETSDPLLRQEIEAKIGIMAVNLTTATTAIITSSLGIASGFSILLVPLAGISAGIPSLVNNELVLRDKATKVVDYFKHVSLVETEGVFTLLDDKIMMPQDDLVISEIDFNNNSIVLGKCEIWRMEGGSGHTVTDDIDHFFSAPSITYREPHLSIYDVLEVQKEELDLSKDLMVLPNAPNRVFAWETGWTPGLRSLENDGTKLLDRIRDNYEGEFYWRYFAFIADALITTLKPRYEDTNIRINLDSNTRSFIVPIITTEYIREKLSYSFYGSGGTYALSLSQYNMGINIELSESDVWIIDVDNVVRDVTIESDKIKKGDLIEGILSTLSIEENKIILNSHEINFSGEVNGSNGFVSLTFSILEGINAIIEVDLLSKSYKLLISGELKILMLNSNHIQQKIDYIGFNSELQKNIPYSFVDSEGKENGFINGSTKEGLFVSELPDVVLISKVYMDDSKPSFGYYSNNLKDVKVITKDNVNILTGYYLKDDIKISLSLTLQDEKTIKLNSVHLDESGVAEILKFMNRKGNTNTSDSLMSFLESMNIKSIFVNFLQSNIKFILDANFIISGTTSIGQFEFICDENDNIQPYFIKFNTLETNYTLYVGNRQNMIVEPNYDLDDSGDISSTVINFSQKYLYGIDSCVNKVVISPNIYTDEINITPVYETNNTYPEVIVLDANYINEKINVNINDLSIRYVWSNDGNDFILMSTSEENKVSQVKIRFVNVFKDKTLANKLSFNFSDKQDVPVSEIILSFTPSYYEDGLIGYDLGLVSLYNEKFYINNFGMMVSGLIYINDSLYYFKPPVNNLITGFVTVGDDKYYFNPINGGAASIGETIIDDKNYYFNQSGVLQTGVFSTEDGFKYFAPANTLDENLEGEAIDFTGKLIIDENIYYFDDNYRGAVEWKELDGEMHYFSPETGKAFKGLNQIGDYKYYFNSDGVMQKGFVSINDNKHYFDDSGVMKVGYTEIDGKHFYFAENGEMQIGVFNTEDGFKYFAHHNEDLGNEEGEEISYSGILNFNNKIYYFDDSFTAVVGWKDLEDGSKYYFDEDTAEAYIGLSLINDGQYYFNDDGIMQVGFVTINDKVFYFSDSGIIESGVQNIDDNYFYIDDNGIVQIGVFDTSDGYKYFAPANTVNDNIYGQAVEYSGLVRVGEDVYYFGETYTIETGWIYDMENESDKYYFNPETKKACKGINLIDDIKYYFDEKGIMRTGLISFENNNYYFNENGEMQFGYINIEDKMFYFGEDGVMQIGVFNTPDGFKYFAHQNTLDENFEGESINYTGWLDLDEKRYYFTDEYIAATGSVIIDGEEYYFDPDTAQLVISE
# * hit, by the source's call; & = joins results of further samples. These rows are one share of the data. The share of hits here may be higher or lower than overall.
# Start of the listing, in advance (3 entries):
C[C@@H]1CN([C@H](C)CO)C(=O)c2cc(NC(=O)Nc3ccc4c(c3)OCO4)ccc2O[C@@H]1CN(C)S(=O)(=O)c1ccccc1
- TcdB inh: -0.6
O=C(Nc1cccc(F)c1)N1CC(=O)N2[C@H](CO)[C@H](c3ccc(C#CC4CC4)cc3)[C@H]2C1
- TcdB inh: 0.9
O=C(C[C@@H]1CC[C@@H](NC(=O)C2CC2)[C@H](CO)O1)NCc1ccncc1
- TcdB inh: 1.6

# The whole of this part, from the first entry:
C[C@@H]1CN([C@H](C)CO)C(=O)c2cc(NC(=O)Nc3ccc4c(c3)OCO4)ccc2O[C@@H]1CN(C)S(=O)(=O)c1ccccc1
- TcdB inh: -0.6
O=C(Nc1cccc(F)c1)N1CC(=O)N2[C@H](CO)[C@H](c3ccc(C#CC4CC4)cc3)[C@H]2C1
- TcdB inh: 0.9
O=C(C[C@@H]1CC[C@@H](NC(=O)C2CC2)[C@H](CO)O1)NCc1ccncc1
- TcdB inh: 1.6
O=C(Nc1ccccc1)N[C@@H]1CC[C@@H](CCNS(=O)(=O)c2ccccc2F)O[C@H]1CO
- TcdB inh: -1.3
O=C(C[C@@H]1CC[C@H](NS(=O)(=O)c2ccc(F)cc2)[C@@H](CO)O1)NCc1ccncn1
- TcdB inh: 1.1
CO[C@H]1CN(C)C(=O)c2cc(NS(=O)(=O)CC(F)(F)F)ccc2OC[C@@H](C)N(CCC(F)(F)F)C[C@H]1C
- TcdB inh: -0.7
C[C@@H]1CN([C@@H](C)CO)C(=O)Cc2cc(NS(C)(=O)=O)ccc2O[C@H]1CN(C)Cc1ccncc1
- TcdB inh: -0.9
C[C@H]1CN([C@@H](C)CO)S(=O)(=O)c2ccc(C#CCN(C)C)cc2O[C@H]1CN(C)C(=O)c1ccccc1F
- TcdB inh: -0.3
COc1cccc(NC(=O)N(C)C[C@@H]2OCc3ccccc3-c3c(n(C)c4ccccc34)C(=O)N([C@@H](C)CO)C[C@@H]2C)c1
- TcdB inh: -0.7
CO[C@H]1CN(C)C(=O)c2cc(NC(=O)C3CCCCC3)ccc2OC[C@H](C)N(Cc2nccs2)C[C@H]1C
- TcdB inh: -1.3
COc1cccc(-c2ccc3c(c2)[C@H]2[C@H](CCN2C(=O)Nc2ccccc2OC)[C@H](CO)N3C)c1
- TcdB inh: -0.4
COCC#Cc1ccc([C@H]2[C@H]3CN(C(=O)Nc4ccccc4F)CC(=O)N3[C@H]2CO)cc1
- TcdB inh: 0.6
COc1ccc(NC(=O)Nc2ccc3c(c2)CC(=O)N([C@@H](C)CO)C[C@@H](C)[C@@H](CN(C)S(=O)(=O)c2ccc(Cl)cc2)O3)cc1
- TcdB inh: -0.2
CO[C@@H]1CN(C)C(=O)c2ccc(NS(C)(=O)=O)cc2OC[C@@H](C)N(Cc2cncnc2)C[C@@H]1C
- TcdB inh: 2.2
CCCc1cn(CC[C@H]2CC[C@H](NC(=O)C3CCOCC3)[C@@H](CO)O2)nn1
- TcdB inh: 0.3
CO[C@H]1CN(C)C(=O)c2ccc(NC(=O)C3CC3)cc2OC[C@@H](C)N(CC2CC2)C[C@@H]1C
- TcdB inh: -3.7
O=C(NC1CCCC1)N1CCCCN2[C@H](CO)[C@H](c3ccc(-c4cncnc4)cc3)[C@@H]2C1
- TcdB inh: -0.5
COc1ccc(NC(=O)N2C[C@@H](O)COC[C@H]3O[C@H](CC(=O)NC4Cc5ccccc5C4)CC[C@@H]32)cc1
- TcdB inh: -1.7
Cc1noc(C)c1NC(=O)Nc1ccc2c(c1)C(=O)N([C@H](C)CO)C[C@H](C)[C@H](CN(C)C(=O)Nc1ccccc1)OCCCC[C@@H](C)O2
- TcdB inh: -4.5
COc1cccc(-c2cn(CC[C@@H]3CC[C@H](NC(=O)CC4CC4)[C@@H](CO)O3)nn2)c1
- TcdB inh: -0.9
C[C@@H](NC(=O)C[C@@H]1C[C@H]2c3cc(NC(=O)CN(C)C)ccc3O[C@H]2[C@@H](CO)O1)c1ccccc1
- TcdB inh: -0.4
CCC(=O)NC[C@H]1N[C@H](CO)[C@@H]1c1ccc(-c2ccccc2F)cc1
- TcdB inh: 0.2
CN(C)CC(=O)N[C@H]1CC[C@@H](CC(=O)NCc2ccc(Cl)cc2)O[C@@H]1CO
- TcdB inh: 0.5
Cc1ccc(S(=O)(=O)Nc2cccc3c2O[C@@H](CN(C)S(=O)(=O)c2c(C)noc2C)[C@@H](C)CN([C@H](C)CO)C3=O)cc1
- TcdB inh: -0.1
CCCN(C)C[C@@H]1OCCCC[C@@H](C)Oc2ccc(NC(=O)Nc3cccc4ccccc34)cc2C(=O)N([C@H](C)CO)C[C@@H]1C
- TcdB inh: -1.7

COCC#Cc1ccc([C@@H]2[C@H]3CN(C(=O)Nc4cc(F)ccc4F)CCCCN3[C@H]2CO)cc1
- TcdB inh: 0.2
O=C(C[C@@H]1C[C@H]2c3cc(NC(=O)Nc4ccc(C(F)(F)F)cc4)ccc3O[C@H]2[C@H](CO)O1)NCc1ccc2c(c1)OCO2
- TcdB inh: -1.4
Cc1ccc(S(=O)(=O)Nc2ccc3c(c2)C(=O)N([C@H](C)CO)C[C@H](C)[C@@H](CN(C)Cc2ccncc2)OCCCC[C@H](C)O3)cc1
- TcdB inh: -0.8
O=C(c1ccccc1F)N1CC[C@H]2[C@H](CO)Nc3ccc(Br)cc3[C@H]21
- TcdB inh: 0.1
COc1ccccc1NC(=O)N1CC(=O)N2[C@H](CO)[C@@H](c3ccc(C#Cc4ccccc4)cc3)[C@H]2C1
- TcdB inh: 0.4
COc1ccc(NC(=O)N2C[C@H]3[C@@H](c4ccccc42)[C@H](CO)N3Cc2ccccn2)cc1
- TcdB inh: -1.0
COc1ccccc1C(=O)Nc1ccc2c(c1)C(=O)N(C)[C@H]1CC[C@@H](CC(=O)NCCc3ccncc3)O[C@@H]1CO2
- TcdB inh: 1.3
O=C(C[C@H]1C[C@H]2c3cc(NC(=O)Nc4ccccc4)ccc3O[C@H]2[C@H](CO)O1)NCCN1CCCCC1
- TcdB inh: 0.0
C[C@@H]1CN([C@H](C)CO)S(=O)(=O)c2ccc(-c3cccc(C#N)c3)cc2O[C@H]1CN(C)C(=O)c1ccncc1
- TcdB inh: -11
COc1ccccc1NC(=O)N1C[C@H](O)COC[C@H]2O[C@@H](CC(=O)NCc3ccccc3)CC[C@@H]21
- TcdB inh: 0.9
C[C@H](CO)N1C[C@H](C)[C@H](CN(C)C)Oc2c(NS(=O)(=O)c3ccc(Cl)cc3)cccc2C1=O
- TcdB inh: 0.7
C[C@H]1CN([C@@H](C)CO)S(=O)(=O)c2ccc(-c3ccccc3)cc2O[C@H]1CN(C)C(=O)Nc1ccccc1F
- TcdB inh: 0.1
CC(C)NC(=O)N(C)C[C@@H]1Oc2ncc(C#CC3CCCC3)cc2C(=O)N([C@H](C)CO)C[C@H]1C
- TcdB inh: -0.1
COc1ccc(NC(=O)N(C)C[C@@H]2OCCCC[C@@H](C)Oc3ccc(NS(=O)(=O)c4ccc(C)cc4)cc3C(=O)N([C@@H](C)CO)C[C@@H]2C)cc1
- TcdB inh: 1.4
COCC(=O)N1CC2(CCN(C(C)=O)CC2)c2c([nH]c3cc(OC)ccc23)[C@@H]1CO
- TcdB inh: 0.7
Cc1noc(C)c1NC(=O)N(C)C[C@@H]1OCCCC[C@H](C)Oc2ccc(NS(=O)(=O)c3cccs3)cc2C(=O)N([C@@H](C)CO)C[C@H]1C
- TcdB inh: 0.6
O=C(NCc1ccc(F)cc1)[C@H]1[C@H](CO)[C@H]2Cn3c(cccc3=O)[C@H]2N1Cc1ccccn1
- TcdB inh: -0.5
O=C(C[C@@H]1CC[C@H]2[C@@H](COC[C@@H](O)CN2Cc2cc(F)cc(F)c2)O1)NC1CCC1
- TcdB inh: -3.2
C[C@H]1CCCCO[C@H](CN(C)Cc2ccc3c(c2)OCO3)[C@@H](C)CN([C@@H](C)CO)C(=O)c2cc(NC(=O)C3CCCCC3)ccc2O1
- TcdB inh: 1.2
O=S(=O)(c1ccc(F)cc1)N1CC[C@@H]2[C@H]1c1cc(-c3ccccc3F)ccc1N[C@@H]2CO
- TcdB inh: 1.1
C[C@@H](NC(=O)C[C@H]1C[C@@H]2c3cc(NS(=O)(=O)c4ccc(F)cc4)ccc3O[C@@H]2[C@H](CO)O1)c1ccccc1
- TcdB inh: 0.3
CNC[C@@H]1Oc2ccc(NS(=O)(=O)c3ccccc3)cc2CC(=O)N([C@H](C)CO)C[C@@H]1C
- TcdB inh: -0.2
C[C@H]1CN([C@@H](C)CO)C(=O)c2cccc(NC(=O)Nc3ccc(F)cc3)c2O[C@@H]1CN(C)Cc1ccc(C(=O)Nc2ccccc2N)cc1
- TcdB inh: -6.0
CCC(=O)N1CC2(CN(C(=O)NC(C)C)C2)c2c(n(C)c3cc(OC)ccc23)[C@H]1CO
- TcdB inh: 1.7
C[C@@H]1CN([C@H](C)CO)C(=O)c2cc(/C=C/c3ccccc3)cnc2O[C@@H]1CN(C)C(=O)Nc1ccccc1F
- TcdB inh: 0.8

CN(C)C(=O)C[C@H]1C=C[C@@H](NC(=O)NC2CCCCC2)[C@@H](CO)O1
- TcdB inh: -1.1
N#C[C@H]1[C@@H](c2ccc(-c3cccc(F)c3)cc2)[C@H](CO)N1C(=O)CN1CCOCC1
- TcdB inh: -4.7
COc1ccc(CN(C)C[C@@H]2OCCCC[C@H](C)Oc3ccc(NC(=O)Nc4ccc5c(c4)OCO5)cc3C(=O)N([C@@H](C)CO)C[C@H]2C)cc1
- TcdB inh: 1.0
C[C@H]1CN([C@@H](C)CO)C(=O)c2cc(C#Cc3ccccn3)cnc2O[C@H]1CN(C)C(=O)CCN1CCCCC1
- TcdB inh: -0.4
C/C=C/c1ccc([C@@H]2[C@@H](CO)N3C(=O)CN(Cc4ccc(F)cc4)C[C@H]23)cc1
- TcdB inh: -0.7
COC(=O)[C@@H]1[C@@H](CO)[C@@H]2Cn3c(ccc(-c4ccccc4)c3=O)[C@H]1N2CC1CCOCC1
- TcdB inh: 0.0
C[C@@H]1CN([C@H](C)CO)C(=O)Cc2cc(NC(=O)Nc3ccc(C(F)(F)F)cc3)ccc2O[C@H]1CN(C)C(=O)Nc1cccc2ccccc12
- TcdB inh: -0.9
C[C@@H]1CCCCO[C@@H](CN(C)C(=O)Nc2ccc(F)cc2)[C@@H](C)CN([C@H](C)CO)C(=O)c2cc(NC(=O)Nc3ccc4c(c3)OCO4)ccc2O1
- TcdB inh: 0.4&1.4
C[C@@H]1CN([C@@H](C)CO)C(=O)Cc2cc(NC(=O)NC3CCCCC3)ccc2O[C@@H]1CN(C)Cc1ccccc1
- TcdB inh: 0.4
O=C1N[C@@H](c2ccccc2)COCc2cn(nn2)CC[C@@H]1Cc1ccccc1
- TcdB inh: 0.1
CCC(=O)N1C[C@@H](C)[C@@H](OC)CN(C)C(=O)c2ccc(NC(=O)C3CC3)cc2OC[C@H]1C
- TcdB inh: 1.3
CCCC#Cc1ccc([C@H]2[C@H]3CN(CC4CCOCC4)CCCCN3[C@H]2CO)cc1
- TcdB inh: -1.4
CCC(=O)N(C)C[C@H]1Oc2ncc(C#Cc3ccccc3)cc2C(=O)N([C@H](C)CO)C[C@@H]1C
- TcdB inh: 1.1
CO[C@H]1CN(C)C(=O)c2cc(NC(=O)C3CCC3)ccc2OC[C@@H](C)N(Cc2cccnc2)C[C@H]1C
- TcdB inh: -1.3
Cc1ccc(S(=O)(=O)N[C@H]2CC[C@@H](CCn3cc(C4CCCC4)nn3)O[C@@H]2CO)cc1
- TcdB inh: -6.5
C[C@@H]1CN([C@H](C)CO)S(=O)(=O)c2ccc(-c3ccccc3F)cc2O[C@H]1CN(C)Cc1ccncc1
- TcdB inh: 0.4
O=C(C[C@@H]1C=C[C@H](NS(=O)(=O)c2ccc(F)cc2)[C@@H](CO)O1)N1CCN(c2ccccc2)CC1
- TcdB inh: -0.3
O=C(O)C[C@@H]1CC[C@H](NC(=O)CCN2CCCCC2)[C@H](CO)O1
- TcdB inh: -0.7
C[C@@H]1CN([C@H](C)CO)C(=O)CCCn2nncc2CO[C@H]1CN(C)C(=O)Nc1cccc(F)c1
- TcdB inh: -0.1
C[C@@H]1CN([C@@H](C)CO)C(=O)Cc2cc(NS(=O)(=O)c3cn(C)cn3)ccc2O[C@H]1CN(C)C(=O)Nc1ccc2c(c1)OCO2
- TcdB inh: -1.2
CC(C)CC#Cc1ccc2c(c1)O[C@H](CN(C)C(=O)c1ccccc1)[C@@H](C)CN([C@@H](C)CO)S2(=O)=O
- TcdB inh: 1.0
CCC(=O)Nc1ccc2c(c1)C(=O)N(C)[C@@H]1CC[C@@H](CC(=O)NCc3ccc(OC)cc3)O[C@H]1CO2
- TcdB inh: 0.1
CC(C)NC(=O)Nc1ccc2c(c1)CC(=O)N([C@H](C)CO)C[C@@H](C)[C@H](CN(C)Cc1ccc(C(=O)Nc3ccccc3N)cc1)O2
- TcdB inh: -0.2
O=C(/C=C(\Nc1ccccc1)c1ccccc1)c1ccccc1
- TcdB inh: 0.1
COC(=O)N1Cc2ccnnc2CC1c1ccccc1Br (configuration not stated)
- TcdB inh: 0.7

COCCNC(=O)C[C@H]1CC[C@@H]2[C@H](COc3ccc(NC(=O)C4CCCC4)cc3C(=O)N2C)O1
- TcdB inh: 1.8
C[C@H](NC(=O)C[C@@H]1C=C[C@H](NC(=O)C2CCOCC2)[C@H](CO)O1)c1ccccc1
- TcdB inh: -6.6
OC[C@H]1[C@H](c2ccc(/C=C/c3ccccc3)cc2)[C@@H]2CN(Cc3ccncc3)CCCCN12
- TcdB inh: 0.8
CC(C)CC#Cc1ccc([C@H]2[C@H]3CN(C(=O)c4cccc(F)c4)CC(=O)N3[C@H]2CO)cc1
- TcdB inh: 1.0
C[C@@H]1CCCCO[C@@H](CN(C)C(=O)Nc2ccc(C(F)(F)F)cc2)[C@H](C)CN([C@@H](C)CO)C(=O)c2cc(NS(C)(=O)=O)ccc2O1
- TcdB inh: 1.2
CO[C@H]1CN(C)C(=O)c2ccc(NC(=O)c3nc4ccccc4s3)cc2OC[C@@H](C)N(Cc2ccncc2)C[C@@H]1C
- TcdB inh: 0.0
CN1C(=O)c2cc(NC(=O)C3CCCCC3)ccc2OC[C@H]2O[C@@H](CC(=O)NC3CCCC3)CC[C@@H]21
- TcdB inh: -1.0
COc1ccccc1-c1ccc([C@@H]2[C@@H](CO)N3CCCCN(S(=O)(=O)c4cn(C)cn4)C[C@H]23)cc1
- TcdB inh: -0.1
C[C@@H]1CN([C@H](C)CO)C(=O)Cc2cc(NC(=O)Cn3cnnn3)ccc2O[C@@H]1CN(C)Cc1ccc(-c2ccccc2)cc1
- TcdB inh: 1.1
